RBBP9 inhibitor – human RBBP9 inhibitors, primary screen, biochemical, fluorescence polarization, FP-Rh probe, HTS; 0.2% of 220,000 active; inhibition, % at 7.94 µM; recombinant RBBP9; AID 1515, 2009;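 active means inhibition above the campaign mean of all tested compounds plus 3 SD, cut at about 14% in these data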;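 further: plate controls were DMSO wells with RBBP9 for no effect and wells lacking RBBP9 protein for full effect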
Target sequence (O75884 whole entry, looked up): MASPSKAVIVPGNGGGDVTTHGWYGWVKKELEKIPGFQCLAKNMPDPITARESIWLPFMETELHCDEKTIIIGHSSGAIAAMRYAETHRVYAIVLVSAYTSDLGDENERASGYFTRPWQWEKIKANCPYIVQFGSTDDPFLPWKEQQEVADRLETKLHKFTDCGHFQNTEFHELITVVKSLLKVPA
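system = RBBP9 protein | input = RBBP9 at 2.5 µM in dispensed solution, before mixing | measured by = fluorescence polarization (mP), excitation 525 nm, emission 598 nm | incubation = enzyme-compound preincubation 30 min, then probe labeling 45 min, 25 °C | buffer or medium = Tris-NaCl-Pluronic buffer, pH 8.0 | compound = single dose 7.94 µM | also added = FP-Rh probe, 375 nM dispensing solution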
Runt-CBFb FRET – inhibitors of RUNX1 Runt–CBFb binding, primary screen, biochemical, FRET, Cerulean-Runt, Venus-CBFb, uHTS; Runt-related transcription factor 1 (Homo sapiens) + Core-binding factor subunit beta …; Cerulean-Runt/Venus-CBFb FRET ratio 530/480, 1 h; inhibition, % at 20 µM; 0.46% of 220,000 active;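 active means inhibition over about 50% at 20 µM in the single-dose screen, limit read from the data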;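 further: 0% = DMSO wells and 100% = excess unlabeled CBFb competitor control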
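System: Cerulean-labeled Runt domain protein | Quantity: 100 nM of each labeled protein | Schedule: 1 h compound exposure, room temperature | Detection: Fluorescence energy transfer, 422 nm excitation, 530/480 nm emission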
NPY2 pot ag – NPY-Y2 potentiators or agonists, primary screen, cell-based. Neuropeptide Y receptor type 2 (Homo sapiens), P49146. AID 1359, 2008. activation, % at 3.6 µM. cells expressing NPY-Y2, potentiator/agonist read-out. 0.45% of 220,000 active; in the data active means activation above about 27%;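 further: cells stimulated with NPY near EC25 plus isoproterenol at EC100; 0% = vehicle plus submaximal agonist and 100% = vehicle plus saturating agonist; some results beyond the cut were filed as inactive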
Target sequence (P49146 whole entry, looked up): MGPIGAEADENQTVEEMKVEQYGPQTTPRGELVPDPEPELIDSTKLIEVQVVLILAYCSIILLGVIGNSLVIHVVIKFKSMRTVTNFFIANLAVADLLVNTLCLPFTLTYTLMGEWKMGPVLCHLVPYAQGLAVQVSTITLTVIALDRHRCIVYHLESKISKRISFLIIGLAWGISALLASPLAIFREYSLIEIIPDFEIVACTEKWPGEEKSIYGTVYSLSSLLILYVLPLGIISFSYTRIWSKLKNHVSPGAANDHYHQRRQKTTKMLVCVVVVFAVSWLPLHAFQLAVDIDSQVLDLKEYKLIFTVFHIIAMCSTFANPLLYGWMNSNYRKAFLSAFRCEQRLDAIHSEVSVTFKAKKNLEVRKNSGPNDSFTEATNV
NPY Y1 blocker – NPY-Y1 receptor antagonists, primary screen, cell-based. Neuropeptide Y receptor type 1 (Homo sapiens), P25929. HEK293-CNG Y1 cells, membrane potential fluorescence; NPY at EC95, then isoproterenol. inhibition, % at 3.6 µM. 1% of 200,000 active. AID 1040, 2008;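 active means inhibition above the campaign mean inhibition of all tested compounds plus 3 SD, cut at about 20% in these data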;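 further: 0% = DMSO wells given NPY plus isoproterenol and 100% = isoproterenol alone without NPY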
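Assay system: HEK293 Y1/CNG channel cell line; Doses: single compound dose of 3.6 µM, 0.4% DMSO; Timing: dye 3 h, compound 60 min room temperature, stimulation 45 min; Technique: Membrane-potential fluorescent dye readout; Measure: % inhibition of NPY effect.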
Hck Nef HTS – inhibitors of Nef-activated human Hck kinase, primary screen, biochemical, Z-Lyte FRET, 384-well, Hck-YEEI; Tyrosine-protein kinase HCK (Homo sapiens), P08631; Recombinant Hck-YEEI plus Nef, Z-Lyte FRET kinase assay; inhibition, % at 20 µM; 0.68% of 220,000 active; AID 463187, 2010;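 active means Hck-Nef kinase inhibition above about 50%, limit read from the data; inactive means inhibition below that limit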;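 further: 0% = DMSO with Hck plus Nef and 100% = Hck alone without Nef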
MDM2 E3 inh – MDM2-luciferase reporter signal enhancers, primary screen, MDM2 E3 ligase inhibitor project, cell-based, luminescence, 1536-well | AID 1230, 2008 | cell-based MDM2 ubiquitination luciferase reporter, 2 h; 0 = plate control, 100 = twice control, blank-subtracted | E3 ubiquitin-protein ligase Mdm2 (Homo sapiens), Q00987 | 0.11% of 210,000 active | signal enhancement, % at 5 µM;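 active means signal enhancement of 30% or more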;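 further: luminescence tracks abundance of the self-degrading MDM2-luciferase fusion protein; higher signal means inhibition of MDM2 E3 ligase activity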
Target sequence (Q00987 whole entry, looked up, the tested form may be a part): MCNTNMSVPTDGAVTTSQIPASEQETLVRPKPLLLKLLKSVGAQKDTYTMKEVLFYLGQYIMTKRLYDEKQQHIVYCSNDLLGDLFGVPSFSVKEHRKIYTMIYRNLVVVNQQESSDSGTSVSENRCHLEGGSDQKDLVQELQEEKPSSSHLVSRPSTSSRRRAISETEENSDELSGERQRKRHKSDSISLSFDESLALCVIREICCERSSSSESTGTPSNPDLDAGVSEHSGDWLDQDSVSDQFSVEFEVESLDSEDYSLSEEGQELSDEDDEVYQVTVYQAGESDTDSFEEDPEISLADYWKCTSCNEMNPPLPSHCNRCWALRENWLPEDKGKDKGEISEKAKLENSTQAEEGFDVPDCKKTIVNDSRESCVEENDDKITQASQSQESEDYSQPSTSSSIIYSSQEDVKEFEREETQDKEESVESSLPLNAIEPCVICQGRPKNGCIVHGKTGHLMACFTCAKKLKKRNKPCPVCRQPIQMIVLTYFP
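test system = mammalian cells stably expressing self-ubiquitinating, self-degrading MDM2 E3–luciferase fusion | quantity = 2000 cells/well | incubation = cell settling 4 h, compound treatment 2 h, both 37 °C | signal = luminescence with SteadyLite reagent, 15 min at room temperature | evaluation = % enhancement relative to plate controls after blank subtraction | benchmarks = plate controls and plate blanks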
p97 ATPase inh – inhibitors of human p97 ATPase, primary screen, biochemical. Transitional endoplasmic reticulum ATPase (Homo sapiens), P55072. recombinant p97 ATPase, Kinase-Glo ATP luminescence, 3 h. inhibition, % at 8 µM. 0.42% of 220,000 active. AID 1481, 2009; in the data active means inhibition above about 15%;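 further: 0% = DMSO vehicle and 100% = wells lacking enzyme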
Runt-SMMHC FRET – inhibitors of RUNX1 Runt–CBFb-SMMHC binding, primary screen, biochemical, FRET, Cerulean-Runt, Venus-CBFb-SMMHC, uHTS. Runt-related transcription factor 1 (Homo sapiens) + Core-binding factor subunit beta …. 0.74% of 220,000 active. Cerulean-Runt/Venus-CBFb-SMMHC FRET ratio 530/480, 1 h. inhibition, % at 20 µM;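 active means mean inhibition across duplicate retests at 20 µM reaching about 50%, limit read from the data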;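 further: 0% = DMSO wells and 100% = wells with excess untagged CBFb-SMMHC; inhibitors lower the FRET ratio by blocking Runt binding to CBFb-SMMHC; some results filed as inactive read as strong as hits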
NPY-Y1 PAM-ag – NPY-Y1 receptor potentiators or agonists, primary screen, cell-based; NPY-Y1 expressing cells, potentiator/agonist activation; activation, % at 3.6 µM; 0.37% of 220,000 active; AID 1304, 2008; in the data active means activation above about 33%, passing the limit was not always enough;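 further: cells stimulated with NPY at EC10 then isoproterenol at EC100; 0% = low agonist plus stimulus and 100% = saturating agonist plus stimulus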
Active calls of the source: *.

Screening COc1ccc(CN(CCCN2CCOCC2)S(=O)(=O)N(C)C)cc1OC returned RBBP9 inhibitor -1, Runt-CBFb FRET 0, NPY2 pot ag 1, NPY Y1 blocker -1, Hck Nef HTS -2, MDM2 E3 inh -18, p97 ATPase inh -7, Runt-SMMHC FRET 5 and NPY-Y1 PAM-ag -5.
Screening Cc1c(/C(O)=C2/C(=O)C(=O)N(CCN3CCOCC3)C2c2cccnc2)cnn1-c1ccccc1 (stereo unspecified) returned RBBP9 inhibitor -3, Runt-CBFb FRET 2, NPY2 pot ag -24, NPY Y1 blocker 0, Hck Nef HTS -20, MDM2 E3 inh -14, p97 ATPase inh 3, Runt-SMMHC FRET 0 and NPY-Y1 PAM-ag -16.
Screening Cc1nn(Cc2ccc(Cl)c(Cl)c2)c(C)c1NC(=O)c1cc(CC(C)C)on1 returned RBBP9 inhibitor -6, Runt-CBFb FRET -1, NPY2 pot ag 0, NPY Y1 blocker -5, Hck Nef HTS -5, MDM2 E3 inh -14, p97 ATPase inh -2, Runt-SMMHC FRET 2 and NPY-Y1 PAM-ag 0.
Screening Cc1ccc(F)cc1CNC(=O)c1cc(COc2ccc3ncccc3c2)on1 returned RBBP9 inhibitor 0, Runt-CBFb FRET -2, NPY2 pot ag 23, NPY Y1 blocker 0, Hck Nef HTS -3, MDM2 E3 inh -11, p97 ATPase inh -2, Runt-SMMHC FRET -1 and NPY-Y1 PAM-ag 4.
Cc1c(NC(=O)CCCCCN2C(=O)C3C4C=CC(C4)C3C2=O)c(=O)n(-c2ccccc2)n1C (stereo unspecified) was read as RBBP9 inhibitor -13, Runt-CBFb FRET -1, NPY2 pot ag 2, NPY Y1 blocker 0, Hck Nef HTS -6, MDM2 E3 inh -9, p97 ATPase inh -6, Runt-SMMHC FRET 3 and NPY-Y1 PAM-ag -9.
Screening Cc1cc(C)cc(OC(=O)CCN2C(=O)C3C4C=CC(C5CC45)C3C2=O)c1 (stereo unspecified) returned RBBP9 inhibitor -2, Runt-CBFb FRET -3, NPY2 pot ag -3, NPY Y1 blocker 4, Hck Nef HTS 16, MDM2 E3 inh -3, p97 ATPase inh 0, Runt-SMMHC FRET 2 and NPY-Y1 PAM-ag 5.
`O=C(O)CCC(=O)N1CCCC1` gave RBBP9 inhibitor -4, Runt-CBFb FRET 0, NPY2 pot ag -7, NPY Y1 blocker 0, Hck Nef HTS 19, MDM2 E3 inh -29, p97 ATPase inh 3, Runt-SMMHC FRET -1 and NPY-Y1 PAM-ag 11.
CC(=O)/C(=C(/O)c1ccccc1)c1nc2ccccc2[nH]1 was read as RBBP9 inhibitor -4, Runt-CBFb FRET -2, NPY2 pot ag -2, NPY Y1 blocker -5, Hck Nef HTS 124*, MDM2 E3 inh -13, p97 ATPase inh 3, Runt-SMMHC FRET 3 and NPY-Y1 PAM-ag 8.
`Cc1ccc(-c2ncns2)cc1` gave RBBP9 inhibitor 0, Runt-CBFb FRET 1, NPY2 pot ag 8, Hck Nef HTS 0, MDM2 E3 inh -8, p97 ATPase inh 6, Runt-SMMHC FRET 1 and NPY-Y1 PAM-ag 11.
For CC(=O)Cc1cc(O)c2ccccc2c1OC(=O)c1ccccc1 the results were RBBP9 inhibitor 6, Runt-CBFb FRET 14, NPY2 pot ag 7, NPY Y1 blocker -11, Hck Nef HTS 3, MDM2 E3 inh -15, p97 ATPase inh 5, Runt-SMMHC FRET -2 and NPY-Y1 PAM-ag 12.
For O=c1c(C=NCc2ccccc2)c(NCc2ccccc2)nc2ccccn12 the results were RBBP9 inhibitor -8, Runt-CBFb FRET -4, NPY2 pot ag -6, NPY Y1 blocker 0, Hck Nef HTS 12, MDM2 E3 inh -9, p97 ATPase inh 2, Runt-SMMHC FRET -6 and NPY-Y1 PAM-ag 2.
Screening Cc1cccc2[nH]c(SCC(=O)N3CCOCC3)nc12 returned RBBP9 inhibitor -9, Runt-CBFb FRET -1, NPY2 pot ag 1, NPY Y1 blocker -1, Hck Nef HTS 18, MDM2 E3 inh -3, p97 ATPase inh 4, Runt-SMMHC FRET -1 and NPY-Y1 PAM-ag 8.
COc1ccc(Cn2c(O)c(C=Nc3ccc(OC)cc3)c3ccccc3c2=O)cc1 was read as RBBP9 inhibitor -5, Runt-CBFb FRET -166, NPY2 pot ag 2, NPY Y1 blocker -1, Hck Nef HTS 2, MDM2 E3 inh -2, p97 ATPase inh 6, Runt-SMMHC FRET -25 and NPY-Y1 PAM-ag -2.
Screening COc1cc(OC)c(S(=O)(=O)N2CCN(C(=O)c3ccccc3F)CC2)cc1NC(C)=O returned RBBP9 inhibitor -4, Runt-CBFb FRET -1, NPY2 pot ag 2, NPY Y1 blocker 0, Hck Nef HTS 23, MDM2 E3 inh -6, p97 ATPase inh 2, Runt-SMMHC FRET -1 and NPY-Y1 PAM-ag 4.
`CCC(C)c1ccccc1OCCCCN1CCCC1` (stereo unspecified) gave RBBP9 inhibitor -2, Runt-CBFb FRET 0, NPY2 pot ag 6, NPY Y1 blocker 10, Hck Nef HTS 4, MDM2 E3 inh -5, p97 ATPase inh 0, Runt-SMMHC FRET 3 and NPY-Y1 PAM-ag -12.
Screening CCCCN(C(=O)c1ccc(NC(=O)C(C)C)cc1)c1ccccc1 returned RBBP9 inhibitor -7, Runt-CBFb FRET -3, NPY2 pot ag 5, NPY Y1 blocker 2, Hck Nef HTS 3, MDM2 E3 inh -16, p97 ATPase inh -1, Runt-SMMHC FRET -2 and NPY-Y1 PAM-ag 16.
`COc1ccc(-c2[nH]ncc2CN(C)Cc2cc(C)[nH]n2)c(F)c1` gave RBBP9 inhibitor 0, Runt-CBFb FRET -1, NPY2 pot ag -3, NPY Y1 blocker 3, Hck Nef HTS 23, MDM2 E3 inh 12, p97 ATPase inh 3, Runt-SMMHC FRET -2 and NPY-Y1 PAM-ag 0.
For COC(=O)c1nn(-c2ccc(Cl)cc2)c(=O)cc1Sc1ccccn1 the results were RBBP9 inhibitor 0, Runt-CBFb FRET 0, NPY2 pot ag 2, NPY Y1 blocker -3, Hck Nef HTS 2, MDM2 E3 inh -9, p97 ATPase inh 3, Runt-SMMHC FRET 1 and NPY-Y1 PAM-ag 6.
`CC(C)OC(=O)Cn1c(=O)oc2ccccc21` gave RBBP9 inhibitor -1, Runt-CBFb FRET 2, NPY2 pot ag 3, NPY Y1 blocker 5, Hck Nef HTS 0, MDM2 E3 inh -13, p97 ATPase inh -2, Runt-SMMHC FRET 10 and NPY-Y1 PAM-ag 8.
`COc1cc([N+](=O)[O-])cc(CN2CCCCC2)c1O` gave RBBP9 inhibitor -2, Runt-CBFb FRET -4, NPY2 pot ag -16, NPY Y1 blocker -4, Hck Nef HTS 1, MDM2 E3 inh -13, p97 ATPase inh -3, Runt-SMMHC FRET -6 and NPY-Y1 PAM-ag -4.

Reprinted from the part before: 2 entries; new compounds follow.
`CC(C)OC(=O)Cn1c(=O)oc2ccccc21` gave RBBP9 inhibitor -1, Runt-CBFb FRET 2, NPY2 pot ag 3, NPY Y1 blocker 5, Hck Nef HTS 0, MDM2 E3 inh -13, p97 ATPase inh -2, Runt-SMMHC FRET 10 and NPY-Y1 PAM-ag 8.
`COc1cc([N+](=O)[O-])cc(CN2CCCCC2)c1O` gave RBBP9 inhibitor -2, Runt-CBFb FRET -4, NPY2 pot ag -16, NPY Y1 blocker -4, Hck Nef HTS 1, MDM2 E3 inh -13, p97 ATPase inh -3, Runt-SMMHC FRET -6 and NPY-Y1 PAM-ag -4.
For CCC(C)N1CC(C(=O)O)CC1=O (stereo unspecified) the results were RBBP9 inhibitor -10, Runt-CBFb FRET 3, NPY2 pot ag -11, NPY Y1 blocker 6, Hck Nef HTS -18, MDM2 E3 inh -22, p97 ATPase inh 0, Runt-SMMHC FRET 1 and NPY-Y1 PAM-ag -1.
Screening COc1ccc(CCNC(=S)N2CCC(Cc3ccccc3)CC2)cc1OC returned RBBP9 inhibitor 2, Runt-CBFb FRET -4, NPY2 pot ag -9, NPY Y1 blocker -8, Hck Nef HTS 14, MDM2 E3 inh -9, p97 ATPase inh 1, Runt-SMMHC FRET 0 and NPY-Y1 PAM-ag 9.
Screening CC1(c2ccncc2)Nc2ccccc2-c2nc3ccccc3n21 (stereo unspecified) returned RBBP9 inhibitor 2, Runt-CBFb FRET 0, NPY2 pot ag -2, NPY Y1 blocker -2, Hck Nef HTS 16, MDM2 E3 inh -19, p97 ATPase inh 1, Runt-SMMHC FRET 1 and NPY-Y1 PAM-ag -22.
CN(C)C(=O)c1ccc2c(c1[N+](=O)[O-])C(=O)c1ccccc1C2=O was read as RBBP9 inhibitor -4, Runt-CBFb FRET 6, NPY2 pot ag -2, NPY Y1 blocker 3, Hck Nef HTS 1, MDM2 E3 inh -5, p97 ATPase inh -6, Runt-SMMHC FRET 3 and NPY-Y1 PAM-ag -17.
`N#CCCN(C(=O)COC(=O)Cc1ccc(Br)cc1)c1ccccc1` gave RBBP9 inhibitor 0, Runt-CBFb FRET 0, NPY2 pot ag 7, NPY Y1 blocker -1, Hck Nef HTS 18, MDM2 E3 inh -12, p97 ATPase inh 3, Runt-SMMHC FRET 2 and NPY-Y1 PAM-ag 8.
`COc1ccc(-c2cc(C(F)(F)F)nc(SCC(N)=O)n2)cc1` gave RBBP9 inhibitor 6, Runt-CBFb FRET -1, NPY2 pot ag -13, NPY Y1 blocker 11, Hck Nef HTS 2, MDM2 E3 inh -14, p97 ATPase inh 1, Runt-SMMHC FRET 1 and NPY-Y1 PAM-ag -28.
Screening Cc1ccc(NC(=O)CSc2nc(-c3ccco3)cc(C(F)(F)F)n2)cc1C returned RBBP9 inhibitor -4, Runt-CBFb FRET -1, NPY2 pot ag 1, NPY Y1 blocker 1, Hck Nef HTS 8, MDM2 E3 inh 4, p97 ATPase inh -1, Runt-SMMHC FRET 5 and NPY-Y1 PAM-ag 10.

Assay outcomes: PubChem, several laboratories
